CBFb RUNX1 block: inhibitors of human CBF-beta and RUNX1 interaction. Q01196+Q13951. 230,000 tested, under 10 active. AlphaScreen CBFb-His/RUNX1-biotin binding, biochemical. Potency, µM (doses to about 59.8 µM), for the others: top-dose activity, negative = inhibition, hits mostly inhibitors; also: % of control where 0% means no effect
Target sequence (Q01196 whole entry, looked up): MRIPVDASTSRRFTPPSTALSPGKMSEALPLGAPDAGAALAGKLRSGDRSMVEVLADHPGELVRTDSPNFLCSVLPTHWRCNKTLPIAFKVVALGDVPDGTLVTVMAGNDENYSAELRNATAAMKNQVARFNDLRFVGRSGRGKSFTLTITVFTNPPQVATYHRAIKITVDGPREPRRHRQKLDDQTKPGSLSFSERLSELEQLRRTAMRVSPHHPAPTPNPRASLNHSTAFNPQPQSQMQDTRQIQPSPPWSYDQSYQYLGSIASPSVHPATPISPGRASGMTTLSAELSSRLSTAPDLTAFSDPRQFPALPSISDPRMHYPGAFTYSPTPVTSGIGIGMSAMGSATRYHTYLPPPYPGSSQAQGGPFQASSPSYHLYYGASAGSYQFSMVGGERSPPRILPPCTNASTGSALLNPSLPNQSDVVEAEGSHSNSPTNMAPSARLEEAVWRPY
Target sequence (Q13951 whole entry, looked up): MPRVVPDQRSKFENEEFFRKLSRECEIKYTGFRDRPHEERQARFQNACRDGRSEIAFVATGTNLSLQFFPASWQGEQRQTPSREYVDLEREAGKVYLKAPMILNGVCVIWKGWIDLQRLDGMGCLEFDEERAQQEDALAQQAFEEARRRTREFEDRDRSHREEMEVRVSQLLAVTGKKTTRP
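Interaction loss through any mechanism counts as activity. Pre-formed complex of His-CBF-beta and biotin-RUNX1 (30 nM apiece) is incubated with compound 15 min, then with 50 ng nickel and 50 ng streptavidin beads for 90 min before AlphaScreen detection.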
Lamin A splicing: changes lamin A minigene splicing in HeLa cells; HeLa LMNA splicing GFP/RFP minigene ratio, 48 h; Potency, µM (highest dose often 46.1 µM), inactives show top-dose ratio change, negative = inhibition, usual class: inhibitors; actives 0.01% (n = 200,000); AID 1487; active = well fitted inhibition curve with a large enough effect in the signal ratio, with a control signal flat, not every such curve was filed as active; inconclusive = small, poorly fitted or top-dose-only effect, or effect the other way, or a change in a side signal; the % refers to the signal ratio; also: potency is read from the fitted curve at half-maximal effect; % is scaled to controls: 0 for no effect and ±100 for the full control effect
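S3 HeLa cells stably expressing lamin A-EGFP splicing minigene plus DsRed2, 600 cells/well, 48 h compound exposure at 37C. Laser-scanning cytometry; analysed as GFP (500-530 nm)/RFP (575-640 nm) total intensity ratio; 0.5% DMSO vehicle.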
HTT aggregate: inhibitors of mutant huntingtin aggregate formation in PC12 cells. PC12 HttQ103-GFP aggregates, Acumen cytometry, 40 h. Potency, µM (top dose mostly 46.1 µM), for the others: top-dose activity change, negative = inhibition, actives largely listed as inhibitors. actives 1.1% (n = 220,000); also: potency is read from the fitted curve at half-maximal effect; % is scaled to controls: 0 for no effect and ±100 for the full control effect; nearly all actives have a fitted effect of over 60% in size
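Steps: seed 1500 PC12 HTTQ103-GFP cells/well; add tebufenozide, 100 nM final; add compound titration; add ATPLite reagent; quantify GFP aggregates by laser scanning cytometry.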
SMN2 splice up: enhancers of SMN2 splice variant expression; HEK293 SMN2-luciferase splicing reporter, luminescence, 30-36 h; Potency, µM (highest dose often 46.1 µM), for inactives: top-dose activity change, positive = activation, actives largely listed as activators; actives 2.8% (n = 210,000); AID 1458; also: potency is read from the fitted curve at half-maximal effect; % of control where 0% means no effect; nearly all actives have a fitted effect of over 55% in size
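HEK293 cells carry an SMN2 […]–luciferase reporter in which exon 7 inclusion puts luciferase in frame. Cells were plated 10-12 h before compound addition, then incubated 30-36 h at 37C. ONE-Glo luminescence was read; sodium butyrate at 4.5 mM final served as control.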
IMPase Li cell: IMPase inhibition in cells with lithium potentiation; CHO-M1 cells, IP1 TR-FRET (IP-One), carbachol + lithium; Potency, µM (titrated, usually from 59.4 µM), for the others: at the top dose activity, negative = IMPase inhibition, usual class: inhibitors; actives 0.35% (n = 210,000);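 also: IP1 builds up when IMPase is blocked and the TR-FRET signal falls; potency is read from the fitted curve at half-maximal effect; plate controls were basal vehicle for no effect and high inhibitor control for full effect; nearly all actives have a fitted effect of over 50% in size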
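Concentration–response in CHO-M1 cells, lithium-potentiated; 30 min at 37C. IP1 detected by competitive TR-FRET after 10 min lysis at RT. Hill-fitted AC50.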
HTT ATP protect: cytoprotection in Huntington HTT-Q103 PC12 cell model. actives 0.14% (n = 230,000). Potency, µM (highest dose often 56.4 µM), for the others: cytoprotection (ATP increase), usual class: activators. PC12 HTT-Q103 induced, cytoprotection, ATP luminescence, 40 h;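 also: potency is read from the fitted curve at half-maximal effect; % of control where 0% means no effect; nearly all actives have a fitted effect of over 45% in size; toxic huntingtin expression switched on by the ecdysone agonist tebufenozide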
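Compounds were screened for protection of PC12 cells against cell death after tebufenozide induction (100 nM final) of mutant Huntingtin exon 1 (Q103) fused to GFP.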
Luc counter: counter-screen: inhibitors of Kinase-Glo firefly luciferase. Q27757. Kinase-Glo luciferase, ATP luminescence, 8 min. Potency, µM (titrated, usually from 38.3 µM), inactives show at the top dose activity change, negative = inhibition, most hits filed as inhibitors. actives 0.28% (n = 200,000). AID 1379; also: potency is read from the fitted curve at half-maximal effect; % is scaled to controls: 0 for no effect and ±100 for the full control effect; nearly all actives have a fitted effect of over 60% in size
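Substrate mix (final 50 mM imidazole pH 7.2, 50 mM KCl, 7 mM MgCl2, 10 uM ATP, 0.01% Tween 20, 0.05% BSA) plus pin-tool compound, then Kinase-Glo detection mix; 8 min ambient, luminescence read.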
* marks the source's active call; other numbers are inactive results; ? = inconclusive; . = no result given; [ ] = dose if it differs, or a comment. Unless noted, calls follow the shape of the dose curve; as a rule, active = well fitted curve in the direction sought with a large enough effect; inconclusive = small, poorly fitted or top-dose-only effect, or another doubt; inactive = no such curve, though single readings can be large; an effect the other way counts as inactive or inconclusive.

SMILES	CBFb RUNX1 block	Lamin A splicing	HTT aggregate	SMN2 splice up	IMPase Li cell	HTT ATP protect	Luc counter
CCN(CC(=O)Nc1ccccc1OC)C(=O)C1CC2C=CC1C2 (configuration not stated)	-4%	8%	9%	5%	-9%[38.3 µM]	5%[10 µM]	0%
COCCCNC(=O)C1CCN(c2nc(C)cc(C)n2)CC1	-7%	1%	-5%	-11%	-12%[38.3 µM]	-21%	-6%
O=C1c2cccc3cccc(c23)C(=O)N1CC1CCCO1 (configuration not stated)	3%	9%[46 µM]	-13%	10%	6%	-21%	1%
O=C(Cc1ccccc1)N/N=C/c1ccc(S(=O)(=O)O)o1	13%	.	-19%[9.22 µM]	.	.	11%[10 µM]	.
O=c1oc2ccccc2n1Cc1ccccc1Cl	16%	.	-9%[9.22 µM]	.	-5%	-27%	.
COc1ccc(-c2nc(CN(CC3CCC(=O)N3)C(C)C)c(C)o2)c(C)c1C (configuration not stated)	-3%	.	-33%[9.22 µM]	.	-7%	-47%[inhibitor][10 µM]	0%
O=C(CCc1ccc(S(=O)(=O)N2CCOCC2)cc1)N/N=C/c1cccc(O)c1	-7%	-8%	0%	-12%	0%	23%[10 µM]	1%
NNC(=S)Nc1ccc(Cl)cc1	-12%	?	-13%	0%	1%	0%[10 µM]	3%
Cc1ccc(S(=O)(=O)N(CC(=O)Nc2ccccc2C(=O)O)c2ccc(Cl)cc2)cc1	1%	.	-22%	22%	6%	8%[10 µM]	2%
CCNS(=O)(=O)c1ccc(NC(=O)c2cccnc2)cc1	1%	-3%	7%	-19%	10%[38.3 µM]	-25%	-9%
CCOC(=O)C(=O)N/N=C/c1cccc(Br)c1	1%	.	8%[9.22 µM]	.	.	27%[10 µM]	.
CC(=O)Nc1ccc(/C(C)=N/NC(=O)c2ccc(F)cc2)cc1	2%	2%	-1%	3%	-3%	8%[10 µM]	5%
O=C(Nc1ncccc1Cl)c1cccc(F)c1	4%	-1%	-1%	-23%	-1%[38.3 µM]	-22%	0%
O=c1cc(-c2ccccc2O)oc2cc(O)cc(O)c12	7%[21.7 µM]	.	.	.	20%	4%[1.9 µM]	2%
COC(=O)[C@@H]1CCCN1Cc1nc(Cc2ccc(OC)c(OC)c2)no1	-5%	.	28%[9.22 µM]	.	1%	29%[10 µM]	-3%

Only CBFb RUNX1 block and Luc counter, for some of the entries so far:
SMILES | CBFb RUNX1 block | Luc counter
CCOC(=O)C(=O)N/N=C/c1cccc(Br)c1 | 1% | .
Cc1ccc(S(=O)(=O)N(CC(=O)Nc2ccccc2C(=O)O)c2ccc(Cl)cc2)cc1 | 1% | 2%

The listing continues.
SMILES	CBFb RUNX1 block	Lamin A splicing	HTT aggregate	SMN2 splice up	IMPase Li cell	HTT ATP protect	Luc counter
O=C1CS/C(=N\C(=O)N2c3ccccc3Sc3ccccc32)N1	-10%	-10%	-11%	-7%	22%[38.3 µM]	10%[10 µM]	3%
Cc1cc(Nc2cccc(Cl)c2)n2ncnc2n1	5%[2.36 µM]	3%	11%	27%	10%	-2%	2%
Cc1cccc(N2CCN(C(=O)c3ccc4nc(-c5ccco5)c(-c5ccco5)nc4c3)CC2C)c1 (configuration not stated)	-19%	?	?	-50%[inhibitor]	15%[38.3 µM]	-70%[inhibitor]	-1%
Cc1ccc(S(=O)(=O)Nc2ccc(N3CCN(C)CC3)nc2)cc1	-1%	-11%[46 µM]	0%	1%	15%	-5%[10 µM]	2%
CCOC(=O)c1cc(NC(=O)c2cnccn2)cc(C(=O)OCC)c1	6%	-4%	-10%	3%	11%[38.3 µM]	2%	2%
Cc1ccc(NC(=O)c2cc(=O)n(Cc3ccccc3)c(=O)[nH]2)cc1C	-2%	.	-5%	-11%	-1%	-8%	1%
CC(=O)c1sc(NC(=O)c2cc(=O)c3ccccc3o2)nc1C	8%	-7%[46 µM]	-8%	11µM*	-8%	-146%[inhibitor]	-21%
Cn1c(=O)n(CC(=O)Nc2ccccc2)c2ccccc21	9%	?	-8%[9.22 µM]	-6%	3%[38.3 µM]	-3%	-1%
Cc1c(CCO)c(=O)n(-c2ccccc2)n1S(=O)(=O)c1c(Cl)cc(Cl)cc1Cl	-6%	5%	-18%	-4%	9%[38.3 µM]	16%	-2%
CCOC(=O)C1=C(C)NC(=S)NC1c1cccs1 (configuration not stated)	-13%	-5%	30%	1%	5%	19%[10 µM]	0%
CCOc1ccc(-c2nc(CN(Cc3ccccc3)C[C@@H]3CCC(=O)N3)c(C)o2)cc1	12%	.	12%[9.22 µM]	.	-1%	16%[10 µM]	.
COCCOc1cc(NC(=O)c2ccccc2)c(Cl)cc1Cl	0%	11%[46 µM]	-14%	-20%	-7%	14%[10 µM]	-2%
CSc1ccc(NC(=O)NCCN2CCc3ccccc3C2)cc1	13%	-5%	8%	11%	1%[38.3 µM]	-14%	-1%
O=C(Cc1ccc([N+](=O)[O-])cc1)Nc1ccc2c(c1)C(=O)NC2=O	0%	.	-14%	-23%	5%	-23%	-2%
CC1CN(C2=NC(=O)/C(=C/c3ccncc3)S2)CC(C)O1 (configuration not stated)	2%	.	-19%[9.22 µM]	.	.	12%[10 µM]	.
CCOC(=O)C1CCN(S(=O)(=O)c2c(C)n(C)c(=O)n(C)c2=O)CC1	10%	-6%	-21%	16%	-9%[38.3 µM]	5%[10 µM]	1%
Cc1nc(CNS(=O)(=O)c2cccnc2)cs1	?	19%	12%	2%	23%[38.3 µM]	15%[1.9 µM]	-1%
CCn1c(CNC(=O)c2ccc(OC)c(OC)c2)nnc1SCC(=O)c1ccc(OC)cc1	6%	-11%	20%	11%	27%[38.3 µM]	-8%	-1%
C/C(=N\NC(=O)c1ccc(N/N=C(\C)c2ccncc2)cc1)c1ccncc1	-26%	?	-6%	4%	15%	-48%[inhibitor]	-2%
COc1ccc(-c2nc(-c3cccs3)no2)cc1	8%	.	-3%[9.22 µM]	.	.	-52%[inhibitor][10 µM]	.
CC1CCN(C(=O)Cn2cc3c(n2)CCCC3)CC1	10%	-9%	6%	?	19%[38.3 µM]	7%[10 µM]	0%
C=CCNC(=S)Nc1cc(C)ccn1	-3%	?	-8%	.	2%	23%	2%
Cc1cc(NC(=O)c2ccoc2C)no1	6%	-6%	-16%	19%	3%	6%[10 µM]	?
COc1ccc(S(=O)(=O)NCC(c2cccnc2)N2CCN(c3ccc(F)cc3)CC2)cc1C (configuration not stated)	-10%	?	0%	-25%	2%	28%[10 µM]	2%
COc1ccc(-c2[nH]ncc2-c2nc(C)cs2)c(O)c1	8%	?	17%	-7%	3%	-18%	4%
O=C(CC(CC(=O)c1ccc(Br)cc1)c1cccnc1)c1ccc(Br)cc1	12%	.	-13%[9.22 µM]	.	.	1%[10 µM]	.
CN(C)c1ccc(C(=O)Nc2ccc(O)c3c(=O)cc(-c4ccccc4Cl)oc23)cc1	?	.	17%[9.22 µM]	.	.	?	.
COC(=O)CCCOc1ccc(Cl)cc1Cl	.	-8%	.	-4%	-5%	.	-1%
COc1ccc(/C=C/C(=O)Nn2cnnc2)cc1	1%	7%	-12%	57%	16%	-26%[10 µM]	-10%
O=c1[nH]nc(Cc2ccc(-c3ccc(Cl)cc3)o2)c2ccccc12	9%	-7%	-1%	-30%[inhibitor]	1%[38.3 µM]	2%[10 µM]	2%

Taken from above:
HTT aggregate, CCn1c(CNC(=O)c2ccc(OC)c(OC)c2)nnc1SCC(=O)c1ccc(OC)cc1 stands at 20%
HTT aggregate, COc1ccc(/C=C/C(=O)Nn2cnnc2)cc1 stands at -12%

Next compounds follow:
SMILES	CBFb RUNX1 block	Lamin A splicing	HTT aggregate	SMN2 splice up	IMPase Li cell	HTT ATP protect	Luc counter
CCOc1cc(C2C(C#N)=C(N)Oc3n[nH]c(CC)c32)ccc1OCCN1CCOCC1 (configuration not stated)	-5%	-7%	-18%	6%	1%	8%[10 µM]	-1%
Cc1ccc(S(=O)(=O)N(CC(=O)NCc2ccco2)C2CCCCC2)cc1	9%	-8%	3%	-8%	18%	4%[10 µM]	1%
CCc1nnc(NC(=O)CCN2C(=O)c3ccccc3S2(=O)=O)s1	-2%	-4%	2%	-1%	3%[38.3 µM]	17%[0.074 µM]	-2%
COc1ccccc1N1CCN(C(=O)Cn2c(=O)[nH]c3ccsc3c2=O)CC1	-1%	4%	14%[9.22 µM]	-17%	-8%[38.3 µM]	2%	6%
CCOc1cc(N2CCOCC2)c(OCC)cc1NS(=O)(=O)c1ccc(Cl)s1	?	?	22%	-20%	3%[38.3 µM]	-94%[inhibitor]	5%
CC(/C=C/c1ccco1)=N/NC(=O)c1ccc(C)nc1	-1%	.	12%[9.22 µM]	.	.	5%[10 µM]	.
O=C1c2ccccc2CCC12N=NCC2c1ccc(Br)cc1 (configuration not stated)	15%	-8%	6%	-18%	29%[38.3 µM]	12%[10 µM]	-6%
CCCCCC(=O)Cc1cc(O)cc2c1C(=O)Oc1cc(O)c(C(=O)O)c(CCCCC)c1O2	3%	.	6%[9.22 µM]	.	.	-1%[10 µM]	.
CSc1nc(C)cc(-n2ccc(=O)[nH]c2=O)n1	1%	17%	-16%	0%	-9%[38.3 µM]	-1%	-6%
COc1cc(S(=O)(=O)N2CCN(C(=O)c3ccccc3)CC2)c(OC)cc1Br	3%	?	4%[9.22 µM]	.	13%	15%[10 µM]	-1%
CCn1cc(C2=NC(C)(C)CO2)c2ccccc21	-2%	6%	-9%	11%	27%[38.3 µM]	3%[10 µM]	-2%
Cc1c(N=Cc2ccc[nH]2)c(=O)n(-c2ccccc2)n1C	13%	2%	-7%	-9%	6%[38.3 µM]	-2%	9%
O=C(O)CSc1nnc(SCc2cccc3ccccc23)s1	3%	4%	13%	5%	30%[38.3 µM]	-1%	17%
Nc1nnnn1/N=C/c1ccc(N2CCCCC2)c([N+](=O)[O-])c1	0%	-17%	18%	?	25%	0%[1.9 µM]	-1%
CC(C)(C)OC(=O)C(Cl)(C(=O)OC(C)(C)C)c1ccc2nnnn2n1	18%	-7%[9.22 µM]	-31%	-3%	6%	23%	-1%
Cc1ccc(Nc2nnc(SCC(=O)Nc3ccccc3[N+](=O)[O-])s2)cc1	-9%	-15%	18%	3%	15%	12%[10 µM]	-1%
CCCCCCC(=O)Nc1nc(C)c(-c2csc(Nc3ccccc3OC)n2)s1	-3%	7%	?	-12%	28%[38.3 µM]	-99%[inhibitor]	-1%
O=C(NC1CCCCC1)n1c(=O)oc2ccccc21	9%	4%	17%[9.22 µM]	10%	-3%[38.3 µM]	-17%	1%
